V-ATPase pH: yeast V-ATPase proton transport regulation by pHLuorin. actives 0.37% (n = 350,000). response, % at 10 µM. S. cerevisiae, pHLuorin cytosolic pH fluorescence. AID 504577; in the data active = response mostly above about 7.3%, no sharp cut-off; inactive = mostly below about 5.4%; also: actives read high; inactives centre near 0; some compounds called inactive have numbers as strong as hits; reference of the scale not given here
Keap1-Nrf2 PPI: inhibitors of human Keap1-Nrf2 protein-protein interaction | AID 504523 | actives 0.15% (n = 340,000) | inhibition, % at 9.4 µM | Q14145 | Keap1 Kelch-Nrf2 peptide fluorescence polarization, 1536-well; in the data active = inhibition above about 12%;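 also: human Keap1 Kelch domain with fluorescein labeled Nrf2 9mer peptide probe; 0% = neutral control wells and 100% = peptide positive control; higher means more block of Keap1 binding to Nrf2 peptide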
HTR5A inv ctr: inverse agonist of human HTR5A in OPRM1-OPRD1 counter-screen; AID 504634; actives 0.083% (n = 340,000); inhibition, % at 9.3 µM; HTR5A cell line, luminescence, inverse agonism; in the data active = inhibition mostly above about 23%, no sharp cut-off; inactive = mostly below about 18%;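 also: 0% = cells with DMSO and 100% = no-cell wells with DMSO; some compounds called inactive have numbers as strong as hits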
C-LANA FP: KSHV C-LANA DNA binding inhibition | MBP-C-LANA/FAM-LBS DNA binding, fluorescence polarization | AID 504423 | inhibition, % at 9 µM | actives 0.078% (n = 340,000);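 active = highest replicate inhibition at or above 60% at 9 µM, even if other replicates fall short; inactive = all replicates below 60% inhibition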;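 also: 0% = neutral control wells and 100% = 4 µM acridine orange control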
RTF Ca sens act: increases calcium sensitivity of human cardiac regulated thin filaments; P19429+P45379; IANBD-labeled TnC RTF fluorescence at EC20 calcium; 0% EC20 calcium, 100% full calcium; activation, % at 7.2 µM; actives 0.24% (n = 340,000); AID 493008;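 active = activation above the mean over all tested compounds plus 3 SD, cut at about 30% in these data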;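 also: rise in fluorescence read as greater calcium sensitivity of cardiac thin filaments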
OPRM1-OPRD1 inv: inverse agonist of human OPRM1-OPRD1 heterodimerization; P35372+P41143; cell-based MOR-DOR heterodimer luminescence, inverse agonism; inhibition, % at 9.3 µM; actives 0.21% (n = 340,000); in the data active = inhibition above about 22%, passing the limit was not always enough;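 also: 0% = cells with DMSO and 100% = wells without cells with DMSO; values of inactives mirror those of a sister screen read the other way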
Target sequence (P35372 whole entry, looked up): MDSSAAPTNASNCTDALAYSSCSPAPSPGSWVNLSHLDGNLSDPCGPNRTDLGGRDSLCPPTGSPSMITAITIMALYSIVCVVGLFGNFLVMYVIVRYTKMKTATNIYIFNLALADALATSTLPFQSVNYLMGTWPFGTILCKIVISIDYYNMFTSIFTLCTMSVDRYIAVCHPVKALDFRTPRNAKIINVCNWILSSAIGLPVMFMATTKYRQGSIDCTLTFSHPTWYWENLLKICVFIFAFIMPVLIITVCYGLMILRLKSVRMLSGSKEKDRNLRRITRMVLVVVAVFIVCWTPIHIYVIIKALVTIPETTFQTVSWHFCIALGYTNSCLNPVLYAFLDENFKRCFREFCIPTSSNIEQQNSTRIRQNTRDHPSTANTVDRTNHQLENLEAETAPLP
Target sequence (P41143 whole entry, looked up): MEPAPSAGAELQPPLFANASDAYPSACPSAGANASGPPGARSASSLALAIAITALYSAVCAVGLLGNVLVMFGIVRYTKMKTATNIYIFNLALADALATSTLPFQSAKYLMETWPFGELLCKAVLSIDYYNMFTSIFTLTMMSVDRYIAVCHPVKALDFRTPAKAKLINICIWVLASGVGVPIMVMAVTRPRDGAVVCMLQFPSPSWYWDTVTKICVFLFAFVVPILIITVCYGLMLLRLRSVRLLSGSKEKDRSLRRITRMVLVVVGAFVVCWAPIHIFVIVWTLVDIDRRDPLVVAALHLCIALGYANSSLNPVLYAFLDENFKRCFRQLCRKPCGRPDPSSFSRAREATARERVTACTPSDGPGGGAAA
HTR5A ag: counter-screen for OPRM1-OPRD1 agonists: human HTR5A agonism | P47898 | HTR5A agonist assay, luminescence, cell-based | activation, % at 9.3 µM | actives 0.61% (n = 340,000); in the data active = activation mostly above about 9.5%, no sharp cut-off; inactive = mostly below about 7.6%;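 also: 0% = cells with vehicle only and 100% = reference agonist; strong numbers were not always called active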
CAL-PDZ inh HTS: CAL PDZ (human) peptide binding inhibition; purified CAL PDZ, TMR-peptide fluorescence polarization, 1 h; inhibition, % at 24.9 µM; actives 0.92% (n = 300,000); AID 602252;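 active = mean inhibition of at least 30% with at least half of replicates also reaching 30%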;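 also: 0% = DMSO neutral control and 100% = excess unlabeled competitor peptide PRC23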
Cardiac RTF inh: cardiac RTF calcium desensitization. P19429+P45379. inhibition, % at 7.15 µM. AID 493244. actives 0.12% (n = 340,000). IANBD-labeled cardiac RTF, Ca2+ fluorescence;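 active = inhibition above the mean inhibition of all tested compounds plus 3 SD, cut at about 17% in these data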;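 also: assay run at fixed EC70 calcium of 1.6 mM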
MOR-DOR ag: agonists of human mu-delta opioid receptor heterodimerization; P35372+P41143; cells, OPRM1-OPRD1 heterodimerization, luminescence; activation, % at 9.3 µM; actives 0.3% (n = 340,000); in the data active = activation above about 18%;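 also: 0% = vehicle-treated cells and 100% = reference agonist; values of inactives mirror those of a sister screen read the other way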
Numbers without * were called inactive; / = not tested or not shown.

no.	Compound	V-ATPase pH	Keap1-Nrf2 PPI	HTR5A inv ctr	C-LANA FP	RTF Ca sens act
1	Cc1cc(C)n(S(=O)(=O)c2ccccc2[N+](=O)[O-])n1	0	1	-11	1.2	-10
2	O=C(N/N=C/c1cc(Br)ccc1O)C(c1ccncc1)N1CCOCC1 (configuration not stated)	-1	2	-23	0.7	-1
3	COc1cccc(C(=O)CSc2nnc(-c3cccs3)o2)c1	-1	0	-5	0.6	-2
4	COc1ccc(N2CCN(C(=O)CN3CCN(c4nc(-c5ccc(F)cc5)cs4)CC3)CC2)cc1	1	2	-2	1.1	2
5	COc1ccc(Cl)cc1N(CC(=O)N1CCC(C)CC1)S(C)(=O)=O	3	0	2	-0.2	2
6	CC(=O)c1ccc(N2CCN(C(=O)CCCc3nc4ccccc4s3)CC2)cc1	-4	2	-10	4.7	-4
7	COC(CNC(=O)[C@H](Cc1ccccc1)N1Cc2ccccc2C1=O)OC	-2	-1	-10	0.3	4
8	Cc1cc(=O)[nH]c2ccc(Cc3ccccc3)cc12	-3	0	-14	0.7	-3
9	CC(=O)N1CCOc2ccc(S(=O)(=O)NC[C@H]3O[C@@H](n4cnc5c(N)ncnc54)[C@H](O)[C@@H]3O)cc21	-3	-5	0	1.5	-3
10	Cc1cc(C(=O)CN2C(=O)NC3(CCCc4ccccc43)C2=O)c(C)n1Cc1ccccc1 (configuration not stated)	-1	-5	11	1.1	-2
11	Cc1nc2c(nnn2Cc2c(Cl)cccc2Cl)c(=O)[nH]1	5	-1	-5	7.0	-3
12	COc1ccc(SC[C@H](C)CN2CC[C@H](NC(=O)OCc3ccccc3)CCC2=O)cc1	-1	-6	-21	1.9	3
13	C/C(=C\C(=O)c1ccccc1)NNC(=O)c1ccc(Cl)cc1	-1	-8	-17	25	9
14	NC1=NC[C@H](Cc2ccc(O)cc2)N1CCC12CC3CC(CC(C3)C1)C2	-5	1	-2	0.2	-2
15	O=C(C[C@@H]1C/C=C/CCCC(=O)O[C@H](c2ccccc2)CNC1=O)N[C@H](CO)Cc1ccccc1	6	6	-20	-1.3	4

no.	OPRM1-OPRD1 inv	HTR5A ag	CAL-PDZ inh HTS	Cardiac RTF inh	MOR-DOR ag
1	0	3	-4	3	0.0
2	1	1	-5	-7	-0.1
3	9	2	-3	-2	-1.7
4	-12	1	2	9	2.3
5	10	0	2	12	-1.8
6	1	4	1	5	-0.1
7	5	3	3	0	-1.2
8	15	4	-4	7	-2.9
9	17	0	-2	-4	-3.5
10	3	-4	-2	-2	-0.6
11	7	1	7	-4	-1.5
12	-6	7	0	12	1.1
13	-12	4	14	-2	2.4
14	9	-4	-1	-16	-1.6
15	2	-3	2	0	-0.4

An excerpt from above in order of SMILES length, falling.
no.	Compound	V-ATPase pH	Keap1-Nrf2 PPI	HTR5A inv ctr	C-LANA FP	RTF Ca sens act
12	COc1ccc(SC[C@H](C)CN2CC[C@H](NC(=O)OCc3ccccc3)CCC2=O)cc1	-1	-6	-21	1.9	3
13	C/C(=C\C(=O)c1ccccc1)NNC(=O)c1ccc(Cl)cc1	-1	-8	-17	25	9
3	COc1cccc(C(=O)CSc2nnc(-c3cccs3)o2)c1	-1	0	-5	0.6	-2

no.	OPRM1-OPRD1 inv	HTR5A ag	CAL-PDZ inh HTS	Cardiac RTF inh	MOR-DOR ag
12	-6	7	0	12	1.1
13	-12	4	14	-2	2.4
3	9	2	-3	-2	-1.7

Additional results follow.
no.	Compound	V-ATPase pH	Keap1-Nrf2 PPI	HTR5A inv ctr	C-LANA FP	RTF Ca sens act
16	CCCCn1c(N)c(N(CCOC)C(=O)CSCC(=O)Nc2cccc(C)c2)c(=O)[nH]c1=O	4	2	-3	-0.3	-6
17	COc1ccc(-c2cnc(N)nc2-c2ccc(OC)cc2O)cc1	2	-1	-28	2.3	0
18	CCOC(=O)c1cn(CC#N)c2cc(F)c(F)cc2c1=O	-2	-4	3	-1.8	6
19	Cc1ccccc1N1C(=O)C2C3C=CC(CC3)C2C1=O (configuration not stated)	1	-4	-2	-2.3	-6
20	Cc1noc(COc2ccc(OCc3nc(C)no3)cc2)n1	-2	-3	2	1.3	-2
21	COc1ccc(C(C[N+](=O)[O-])c2c(-c3ccccc3)cc3ccccn23)cc1OC (configuration not stated)	1	0	9	2.0	1
22	CNc1nc(-c2ccc3c(c2)CCN3C(=O)c2ccccc2F)c(C)s1	-3	3	-17	1.1	0
23	O=C(COC(=O)/C=C/c1ccccc1[N+](=O)[O-])Nc1ccc(OCc2ccccc2)cc1	-3	-2	-15	1.5	2
24	O=C1CCCCCCCN1Cc1ccccc1	3	-1	15	0.2	-3
25	CC(C)(C)OC(=O)NC(Cc1ccccc1)C(=O)N1CCCC1C(=O)O (configuration not stated)	0	-8	-4	1.5	-2
26	Cn1c(=O)c2c(nc(CCC3CCCC3)n2C)n(C)c1=O	2	0	-20	-1.5	6
27	O=C(O)c1ccc(N=NN2CCCCCC2)cc1	-1	1	17	1.1	-1
28	CC(/C=N/NC(=O)c1cc(-c2ccccc2)nc2ccccc12)=C\c1ccco1	1	2	-1	-0.2	1
29	CC1NC(=O)N(C)[C@@H]2NC(=O)N(C)C(c3ccc([N+](=O)[O-])cc3)[C@@H]12 (some centres not stated)	-5	-5	-20	0.7	5
30	CC(=O)c1c(N2CCN(C)CC2)nc(=S)n(Cc2ccccc2)c1C	0	-6	-4	-0.5	-4

no.	OPRM1-OPRD1 inv	HTR5A ag	CAL-PDZ inh HTS	Cardiac RTF inh	MOR-DOR ag
16	2	1	9	1	-0.3
17	18	-3	-3	-7	-3.3
18	9	-1	-4	-11	-1.7
19	4	1	3	-2	-0.7
20	6	-1	2	-1	-1.5
21	-3	-5	-1	2	0.5
22	9	2	/	-2	-1.8
23	-17	3	-2	-4	3.0
24	16	0	-4	11	-3.1
25	1	1	3	-2	-0.2
26	20	5	-2	-3	-4.1
27	20	-7	-3	6	-3.7
28	-7	4	-8	8	1.3
29	9	7	/	-2	-1.6
30	4	-3	-1	-4	-0.8

2 compounds drawn at random from those above:
no.	Compound	V-ATPase pH	Keap1-Nrf2 PPI	HTR5A inv ctr	C-LANA FP	RTF Ca sens act
23	O=C(COC(=O)/C=C/c1ccccc1[N+](=O)[O-])Nc1ccc(OCc2ccccc2)cc1	-3	-2	-15	1.5	2
17	COc1ccc(-c2cnc(N)nc2-c2ccc(OC)cc2O)cc1	2	-1	-28	2.3	0

no.	OPRM1-OPRD1 inv	HTR5A ag	CAL-PDZ inh HTS	Cardiac RTF inh	MOR-DOR ag
23	-17	3	-2	-4	3.0
17	18	-3	-3	-7	-3.3

(next part)
no.	Compound	V-ATPase pH	Keap1-Nrf2 PPI	HTR5A inv ctr	C-LANA FP	RTF Ca sens act
31	COc1ccc(C(=O)N/C(=C\c2ccc3c(c2)OCO3)C(=O)N2CCOCC2)cc1	7	-8	9	1.0	3
32	O=C1COc2ccc(OCc3ccc(F)cc3)cc21	-1	-6	-21	1.1	9
33	COC(=O)c1c(C)oc(C)c1S(=O)(=O)Nc1ccc(C(C)C)cc1	-1	1	8	-0.6	1
34	CCN(CC)C(=O)Cn1cc(S(=O)(=O)CC(=O)Nc2cc(C)on2)c2ccccc21	6	-3	8	-0.2	2
35	CN1C(=O)CSC1=Nc1ccc(F)cc1	-1	-5	-8	-1.9	7
36	Cc1nc(NCC2CCCO2)nc2c1C(=O)CC(C)C2 (configuration not stated)	-2	1	-4	0.2	3
37	O=C(CCC1CCCC1)N1CCC(N2CCCCCC2)CC1	4	0	10	0.8	7
38	Cc1ccc(O)c(Nc2c3ccccc3nc3ccccc23)c1	-5	1	2	-1.6	-7
39	CCCCOc1ccc(CN(C)c2ncnc(N)n2)cc1	-3	1	13	-0.5	2
40	CCOC(=O)C1(CC2CCCCO2)CCN(S(=O)(=O)c2ccccc2)CC1 (configuration not stated)	8	6	-3	0.2	-1
41	Cc1nn(C)cc1CN(C)C(=O)c1sc2cccc(Cl)c2c1Cl	3	4	-20	-0.7	-3
42	O=C(CN1CCN(S(=O)(=O)c2ccc(F)cc2)CC1)Nc1cccc(C(F)(F)F)c1	-4	-5	0	-0.8	-4
43	Cc1ccc(COC(=O)c2cc(S(=O)(=O)N3CCCCC3)ccc2N2CCOCC2)cc1	1	-1	-20	-2.0	-15
44	CCOCCOCCC(C(=O)OCC)P(=O)(c1ccccc1)c1ccccc1 (configuration not stated)	-4	-5	-8	-0.3	-2
45	Cc1c(Cl)cccc1NC(=S)N1CCN(C(=O)c2ccco2)CC1	2	0	6	-1.5	0

no.	OPRM1-OPRD1 inv	HTR5A ag	CAL-PDZ inh HTS	Cardiac RTF inh	MOR-DOR ag
31	1	-3	/	-6	-0.1
32	-1	-6	/	-2	0.2
33	-29	-6	3	0	5.7
34	19	4	-3	9	-3.6
35	15	10	/	-9	-2.9
36	14	2	2	0	-3.3
37	10	-3	/	-6	-1.9
38	-16	-1	2	8	3.2
39	2	2	/	1	-0.4
40	2	-6	/	3	-0.3
41	6	7	-3	-11	-1.1
42	-17	0	-5	3	3.3
43	-15	4	-6	-1	2.8
44	6	5	6	-6	-1.2
45	8	4	3	-6	-1.1

Later entries
no.	Compound	V-ATPase pH	Keap1-Nrf2 PPI	HTR5A inv ctr	C-LANA FP	RTF Ca sens act
46	CC(=C/C(=O)O)/C=C/c1cccs1	2	-6	0	0.0	6
47	O=C(CSc1nnc(-c2ccccc2Br)o1)Nc1nncs1	2	-5	-3	-1.3	2
48	C=CCn1c(SCc2ccc(C(=O)NCCO)cc2)nc2sc(C)c(C)c2c1=O	-1	-8	3	-1.1	4
49	CCOC(=O)C1=C(C)N(c2ccccc2)C(=O)/C1=C\c1cccs1	-4	5	-11	-1.7	-18
50	O=C(CSc1nnc(-c2ccc(Br)o2)n1Cc1ccccc1)c1ccccc1F	1	-1	-4	-1.5	3
51	COc1ccc(S(=O)(=O)N2CCC(C(=O)NC3CC3)CC2)cc1	-1	-5	-7	-1.2	-5
52	COc1ccc(-c2cc(C)no2)cc1S(=O)(=O)N1CCN(c2cccc(C)c2)C(C)C1 (configuration not stated)	0	-2	-5	0.5	11
53	COc1ccccc1CN1C(=O)c2cccc3cccc(c23)C1=O	7	3	10	-0.4	-4
54	O=C(NC(=S)Nc1ccc(N2CCOCC2)c(Cl)c1)C(c1ccccc1)c1ccccc1	0	-2	8	-0.5	-5
55	OC(CSc1c(Cl)cccc1Cl)CN1CCN(c2ccc(F)cc2)CC1 (configuration not stated)	0	-2	-3	-1.3	0
56	O=C(COC(=O)C1=NN(c2ccccc2)C(=O)CC1)Nc1ccc([N+](=O)[O-])cc1C(F)(F)F	-2	-6	16	-1.6	9
57	COc1ccc(CNC(=O)CSc2nnnn2C)cc1OC	-2	3	-17	-1.3	-1
58	O=C(COC(=O)/C=C/c1ccc(Cl)cc1)Nc1ccc2[nH]c(=O)[nH]c2c1	-1	0	-22	2.2	-7

no.	OPRM1-OPRD1 inv	HTR5A ag	CAL-PDZ inh HTS	Cardiac RTF inh	MOR-DOR ag
46	-7	0	-2	6	1.2
47	6	1	/	5	-1.1
48	-2	2	/	3	0.3
49	3	2	-3	6	-0.6
50	-7	-2	-3	-2	1.2
51	7	3	-5	-3	-1.3
52	-15	-1	/	-2	2.9
53	-7	8	-3	-3	1.5
54	-7	-11	0	1	1.5
55	-16	1	/	-3	2.8
56	-3	-3	-1	-15	0.7
57	18	-1	-3	-7	-3.7
58	-17	7	-2	1	2.7
